# Compound activity: PubChem, Sanford-Burnham Center for Chemical Genomics
# CHOP UPR activ: apoptotic UPR (CHOP) activation; CHO-CHOP luciferase reporter, luminescence; percent of tunicamycin response over DMSO baseline; activation, % at 10 µM; 330,000 tested, 0.34% active;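 active = at 10 µM dose, activation of 40% or more, normalized to positive control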;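 also: 100% = tunicamycin at 10 µg/mL and 0% = DMSO alone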
#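 measured by = luciferase luminescence | assay system = CHO-CHOP cells, stable luciferase reporter of PERK-eIF2a-CHOP signalling | amount = 500 reporter cells seeded per well | timing = 6 h compound exposure at 37 °C after overnight seeding | controls = positive tunicamycin 10 µg/mL, negative DMSO alone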
# APJ agonist: agonists of human APJ apelin receptor; P35414; CHO-K1 APJ PathHunter beta-arrestin, luminescence; 0% DMSO wells, 100% apelin; activation, % at 20 µM; 330,000 tested, 0.11% active; AID 2520;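 active = activation more than six SD over the plate average, tested at 20 µM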;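 also: 0% = DMSO alone and 100% = apelin-13 at 10 nM; some results filed as inactive read as strong as hits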
# Target sequence (P35414 whole entry, looked up): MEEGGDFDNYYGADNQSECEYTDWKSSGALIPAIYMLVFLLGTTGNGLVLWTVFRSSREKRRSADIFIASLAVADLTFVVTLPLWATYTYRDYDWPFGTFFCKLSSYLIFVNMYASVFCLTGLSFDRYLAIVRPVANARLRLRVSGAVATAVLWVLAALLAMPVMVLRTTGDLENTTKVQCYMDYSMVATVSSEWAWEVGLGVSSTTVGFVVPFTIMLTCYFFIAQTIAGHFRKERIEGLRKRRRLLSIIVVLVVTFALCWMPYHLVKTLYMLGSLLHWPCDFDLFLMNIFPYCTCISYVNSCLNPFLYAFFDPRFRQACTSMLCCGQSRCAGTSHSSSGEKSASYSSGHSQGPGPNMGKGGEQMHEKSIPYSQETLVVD
#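 assay system = CHO-K1 APJ beta-arrestin complementation cell line | input = cell density 1000 per well | dosing = compound 20 µM once, DMSO 1% | timing = compound 90 min 25 °C, reagent 1 h | measured by = luminescence from split beta-galactosidase complementation, Galacton Star/Emerald II substrate | read-out basis = APJ agonist activity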
# UPR XBP1 act: activators of adaptive arm of unfolded protein response (XBP1) | activation, % at 20 µM | 330,000 tested, 0.33% active | CHO-XBP1 luciferase reporter, IRE1-XBP1 UPR activation, luminescence; percent of tunicamycin response, DMSO as zero | AID 463104;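 active = versus positive control, 20 µM dose yields 30% or more activation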;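 also: 100% = tunicamycin at 10 µg/mL and 0% = DMSO only wells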
#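 Material: CHO cell line with stable XBP1 luciferase reporter; schedule: 16-18 h cell attachment at 37 °C, then 6 h compound exposure; signal: glow luminescence from Steady-Glo reagent; medium: serum-containing F12 medium, 10% FBS; benchmarks: tunicamycin 10 µg/mL and vehicle-only wells; read-out: percent activation relative to tunicamycin reference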
# tim23-1 inh: tim23-1 yeast growth inhibition | S. cerevisiae tim23-1 growth, BacTiter-Glo luminescence, 24 h | inhibition, % at 20 µM | 330,000 tested, 1.3% active | AID 463212;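 active = growth inhibition of the mutant yeast at or above 50%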;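 also: temperature-sensitive mutant grown at 25 °C; plate controls were DMSO-treated mutant yeast for no effect and medium wells lacking yeast for full effect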
# Mdm2-MdmX inh: inhibitors of human Mdm2/MdmX interaction | O15151+Q00987 | SaOS-2 split-luciferase Mdm2/MdmX complementation, luminescence | inhibition, % at 8 µM | 330,000 tested, 3% active;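 active = inhibition of at least 50% at 8 µM in the primary screen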
# APJ antagonist: antagonists of human APJ apelin receptor. P35414. CHO-K1 APJ beta-arrestin complementation, luminescence. inhibition, % at 20 µM. 330,000 tested, 0.32% active;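 active = inhibition above about 40% at 20 µM, limit read from the data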;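 also: cells challenged with 10 nM apelin-13 agonist together with compound; plate controls were apelin-13 plus DMSO wells for no effect and DMSO wells lacking apelin-13 for full effect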
# tim10-1 inh: inhibits growth of tim10-1 mutant yeast; S. cerevisiae tim10-1 ts strain growth, BacTiter-Glo, 24 h; inhibition, % at 20 µM; 330,000 tested, 2.2% active; AID 463190;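 active = inhibition of at least 40%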;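 also: mutant grown at 25 °C; 0% = DMSO wells with yeast and 100% = wells holding no yeast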
# CXCR6 block: blocks human CXCR6 beta-arrestin recruitment; O00574; CHO-K1 PathHunter CXCR6 beta-arrestin, luminescence; inhibition, % at 20 µM; 360,000 tested, 0.36% active; AID 602244; in the data active = inhibition above about 34%, passing the limit was not always enough;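 also: antagonist mode with CXCL16 agonist at 10 nM final; 0% = 10 nM CXCL16 with DMSO and 100% = unstimulated wells without agonist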
# Target sequence (O00574 whole entry, looked up): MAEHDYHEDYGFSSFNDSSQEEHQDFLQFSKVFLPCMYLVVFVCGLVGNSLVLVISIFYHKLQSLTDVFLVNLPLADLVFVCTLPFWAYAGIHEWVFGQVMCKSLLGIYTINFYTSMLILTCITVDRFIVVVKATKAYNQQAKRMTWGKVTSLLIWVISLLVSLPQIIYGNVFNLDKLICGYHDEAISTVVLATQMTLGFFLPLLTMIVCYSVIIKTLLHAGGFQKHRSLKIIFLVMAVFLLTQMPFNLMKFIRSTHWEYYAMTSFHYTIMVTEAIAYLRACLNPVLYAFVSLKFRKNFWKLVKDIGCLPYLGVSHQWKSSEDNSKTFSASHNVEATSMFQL
# TIM10 inh: inhibits growth of TIM10 yeast strain; 330,000 tested, 1.4% active; inhibition, % at 10 µM; AID 463195; S. cerevisiae TIM10 strain growth, BacTiter-Glo luminescence, 24 h;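 active = inhibition of 40% or more at the single tested concentration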;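 also: wild-type TIM10 isogenic control strain grown at permissive 25 °C; 0% = DMSO yeast wells and 100% = minimal medium wells without yeast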
# An asterisk follows results filed as active. The list is partial, so the mix of outcomes need not match the whole.
entry	Molecule	CHOP UPR activ	APJ agonist	UPR XBP1 act	tim23-1 inh	Mdm2-MdmX inh	APJ antagonist	tim10-1 inh	CXCR6 block	TIM10 inh
1	O=[N+]([O-])c1ccc(-c2c[nH]c(=S)[nH]2)cc1	1.9	4.0	-3.2	-17.0	-21.7	-8.0	-7.3	-2.3	-19.9
2	CCOc1ccc(/C(O)=C2/C(=O)C(=O)N(CCN(CC)CC)C2c2ccco2)cc1 (stereo unspecified)	3.0	-3.3	-1.1	8.1	1.8	-11.5	-6.6	7.2	2.6
3	CCOc1ccc(N(CC(=O)NC2CC3CCC2C3)S(=O)(=O)c2ccccc2)cc1 (stereo unspecified)	0.6	-3.6	-3.4	26.7	7.9	16.0	28.9	6.3	1.4
4	COc1ccc(NS(=O)(=O)c2cc(N)ccc2N2CCCC2)cc1	-0.6	-1.1	-4.2	18.3	20.5	2.0	10.1	2.9	17.7
5	O=C(CCn1cccc1)N1CCc2ccccc21	2.9	-1.5	-1.4	11.0	14.3	8.6	19.7	-2.4	-4.3
6	COc1ccc(C2c3ccc4ccccc4c3Oc3ncn(Cc4ccco4)c(=N)c32)cc1OC (stereo unspecified)	5.3	-3.1	0.5	34.4	85.1*	-3.5	35.1	15.7	34.9
7	CCC(=O)n1nc(-c2ccco2)nc1N	1.1	-2.4	-4.5	-2.2	24.8	-6.6	-9.1	6.0	-3.1
8	Cc1ccccc1-c1nnn(C/C(N)=N/O)n1	0.0	-1.2	-0.6	-0.9	8.7	12.5	11.3	5.1	2.6
9	O=C(CCS(=O)(=O)c1cccc2nsnc12)N1CCN(C(=O)c2ccco2)CC1	1.8	6.5	0.0	13.6	-15.8	-2.5	12.4	-2.9	-3.6
10	Cc1ccc(N(C(=O)c2csnn2)C(C(=O)NC2CCCCC2)c2cccnc2)cc1 (stereo unspecified)	-0.1	-3.0	-1.7	4.9	20.9	13.1	-7.3	-2.9	11.7
11	CCOC1CC(C)(C)NC(=S)N1 (stereo unspecified)	1.7	0.0	-1.4	5.3	25.1	-2.8	6.9	6.2	-3.0
12	Cn1c(SCC(=O)NC2CC2)nnc1-c1ccco1	-2.2	4.0	-2.4	3.6	-23.1	-24.3	9.0	3.0	-10.2
13	Cc1cccc(C)c1NC(=O)C(=O)c1cn(C)c2ccccc12	1.0	-0.9	1.9	11.8	27.5	-0.6	11.7	1.2	2.5
14	CCOC(=O)c1c(CSc2ccccc2)n(C)c2ccc(O)c(CN3CCN(C)CC3)c12	-0.8	-2.1	1.5	18.5	-13.0	-6.3	30.9	5.7	28.9
15	COc1ccc(NCC(O)COc2ccc(C(C)(C)C)cc2)cc1 (stereo unspecified)	-0.6	-1.7	5.4	31.1	10.7	-16.2	25.5	-5.6	8.0
16	CCO/C=C1\SC(=S)N(c2ccc(Cl)cc2)C1=O	0.4	-1.6	3.9	21.1	-2.6	17.8	6.2	6.7	-3.3
17	CN(CC(=O)Nc1ccc(Cl)c(C(F)(F)F)c1)C(=O)CCN1C(=O)C2CCCCC2C1=O (stereo unspecified)	-0.2	-2.5	-5.9	-3.0	33.5	10.6	-9.9	-4.6	-3.4
18	Cc1ccc(S(=O)(=O)Nc2ccc(C(OC(=O)c3ccccc3[N+](=O)[O-])(C(F)(F)F)C(F)(F)F)cc2)cc1	4.0	0.7	-1.1	13.9	13.4	-4.7	12.2	10.0	34.6
19	Cc1ccc(CNc2nc(Cl)c(C#N)s2)cc1	5.6	-2.8	0.8	-0.4	5.8	21.1	16.1	1.3	-0.3
20	COc1cccc(/C=C/c2[nH]c(=O)[nH]c(=O)c2[N+](=O)[O-])c1O	-0.7	-3.7	8.7	11.1	17.0	29.4	-2.9	1.9	14.3
21	CN1C(=O)CSc2ccc(NC(=O)N3CCC(N4CCCCC4)CC3)cc21	-0.4	3.0	-6.0	10.2	-2.2	0.0	6.1	0.7	12.7
22	OCCNc1cnc2ccccc2n1	1.5	-1.9	0.7	4.6	4.2	-24.4	-3.0	4.8	-10.4
23	Cc1noc(C)c1COC(=O)C1CCN(C(=O)c2ccc(Cl)cc2)CC1	-3.3	-1.8	0.1	-5.4	6.2	-8.4	10.0	-1.7	6.4
24	Nc1nc(NCc2ccco2)nc(N2CCCCCC2)c1[N+](=O)[O-]	-1.9	-1.3	2.5	33.5	-5.5	3.3	4.0	7.8	18.5
25	O=C(c1cnc2n(c1=O)CCS2)N1CCN(c2ccc(Cl)c(Cl)c2)CC1	-3.5	0.4	-1.5	6.4	-3.5	15.1	11.6	-4.0	18.2
26	COc1ccc(/C=N/NC(=O)COc2ccccc2-c2ccccc2)cc1	0.8	-2.5	9.1	36.6	55.9*	7.6	45.0*	-2.7	24.9
27	Cc1ccc(C(=O)NCc2n[nH]c(=S)n2-c2ccccc2)cc1[N+](=O)[O-]	0.1	-3.8	-1.2	-7.7	-9.3	8.0	-1.3	8.0	-0.8
28	Nc1nnc(SCC(=O)Nc2cc(S(=O)(=O)N3CCOCC3)ccc2N2CCCC2)s1	-2.3	-4.0	-1.7	-0.3	-1.2	1.9	3.4	2.3	1.0
29	O=c1nc(/C=C/c2ccccc2C(F)(F)F)cc(C(F)(F)F)[nH]1	1.6	1.5	-3.9	10.0	-22.9	-10.6	-7.8	-1.1	-12.5
30	CCOC(=O)NC1(C(F)(F)F)NC(=O)N(c2ccc(F)cc2)C1=O (stereo unspecified)	0.3	-4.4	-1.5	10.5	0.1	-17.8	8.1	2.6	5.3
31	CC(C)(C)C(=O)NC1(C(F)(F)F)NC(=O)N(c2ccccc2F)C1=O (stereo unspecified)	2.1	-4.3	-2.7	10.5	17.0	3.7	-4.6	-1.5	-11.1
32	CN1CCC(N(C)C(=O)c2ccccc2F)CC1	0.2	-0.9	-1.1	2.7	16.3	-22.7	-17.8	-4.9	-4.7
33	CCCCOC(=O)Nc1nnc(C(C)C)s1	1.9	-0.6	-0.3	14.3	-30.3	-2.3	17.7	1.0	-9.1
34	CC12CCC(=O)N1C(C(=O)Nc1ccccc1N1CCOCC1)CS2 (stereo unspecified)	-2.0	-1.8	-8.0	-7.9	21.6	-23.6	-6.7	-19.1	-8.9
35	CCN(CC(=O)Nc1c(F)cccc1F)C(=O)C1CC(=O)N(c2ccccc2OC)C1 (stereo unspecified)	1.5	-0.1	-2.6	-2.0	2.3	26.9	16.0	6.3	6.6
36	Cc1nc(C(=O)NC2CC2)sc1C1(C)CC(c2cccc([N+](=O)[O-])c2)=NO1 (stereo unspecified)	0.1	-1.1	-6.2	0.1	47.2	8.6	-19.0	8.6	-30.6
37	O=C(c1cc2ccccc2cc1O)N1CCN(c2ccccn2)CC1	-1.0	-5.6	-3.0	29.0	-21.3	-2.3	26.3	2.7	27.2
38	Cc1[nH]c(=O)c(Cc2ccccc2)c(O)c1C#N	1.0	-1.4	-0.3	-4.7	-8.4	-9.2	-3.4	-6.0	2.7
39	N#CC(C#N)=C1C=CC=CN1/C(=C\c1ccccc1)C(=O)c1cccs1	121.6*	-3.5	-6.0	20.6	9.8	24.0	37.3	9.0	42.6*
40	O=c1c(Cc2c(F)cccc2Cl)c(O)ccn1CC1CCCO1 (stereo unspecified)	0.9	-3.2	-2.6	9.2	6.5	7.2	9.4	4.0	3.0

# Another view of part of the listing above:
# Screens in order – CHOP UPR activ	APJ agonist	UPR XBP1 act	tim23-1 inh	Mdm2-MdmX inh	APJ antagonist	tim10-1 inh	CXCR6 block	TIM10 inh
36: Cc1nc(C(=O)NC2CC2)sc1C1(C)CC(c2cccc([N+](=O)[O-])c2)=NO1 (stereo unspecified)
    0.1	-1.1	-6.2	0.1	47.2	8.6	-19.0	8.6	-30.6
37: O=C(c1cc2ccccc2cc1O)N1CCN(c2ccccn2)CC1
    -1.0	-5.6	-3.0	29.0	-21.3	-2.3	26.3	2.7	27.2
38: Cc1[nH]c(=O)c(Cc2ccccc2)c(O)c1C#N
    1.0	-1.4	-0.3	-4.7	-8.4	-9.2	-3.4	-6.0	2.7

# Additional compounds:
entry	Molecule	CHOP UPR activ	APJ agonist	UPR XBP1 act	tim23-1 inh	Mdm2-MdmX inh	APJ antagonist	tim10-1 inh	CXCR6 block	TIM10 inh
41	Cn1cccc1C(=O)OCC(=O)Nc1cc(C(C)(C)C)nn1-c1ccccc1	-1.9	0.7	0.1	27.1	22.8	-20.4	30.8	-15.9	31.7
42	CCN(CC)Cc1c(O)ccc2c(=O)c(-c3ccc(Cl)cc3)coc12	2.8	-3.5	-3.1	6.2	13.1	-3.3	17.6	2.4	10.0
43	COC(=O)c1c(-c2ccsc2)oc2ccc(-c3cc(OC)c(OC)c(OC)c3)cc12	0.1	-3.1	1.8	15.8	24.5	13.8	28.1	3.3	11.8
44	CCN(CC(=O)Nc1ccc(NC(C)=O)cc1)CC(=O)Nc1ccc(F)c(Cl)c1	0.5	0.6	-1.0	10.3	-47.2	-23.6	11.4	-2.7	-8.0
45	CCN1CCN(c2c(C(=O)c3ccc(OC)cc3)cnc3ccccc23)CC1	1.0	-1.2	-0.7	3.5	8.5	12.1	-5.0	-4.0	-5.8
46	Cc1cccc(C(=O)OCC(=O)N2CCCC2=O)c1O	0.4	-4.2	0.6	16.6	-6.4	-12.2	17.2	-0.2	4.5
47	COc1cc(/C=C2\SC(=Nc3ccc(N4CCOCC4)cc3)N(C)C2=O)ccc1OC(C)C(=O)O (stereo unspecified)	-0.3	0.0	0.9	1.8	1.2	6.2	19.4	13.0	11.4
48	O=C(NNS(=O)(=O)c1ccc(Br)cc1)c1ccncc1	-0.9	1.9	1.0	20.3	-39.5	-31.9	5.7	-1.8	3.9
49	Cc1ccc(/C=C2\SC(=S)N(CCC(=O)NNC(=O)c3ccccc3O)C2=O)cc1	2.4	-4.1	3.6	-26.8	53.4*	-3.0	-19.8	5.4	-3.0
50	CCCC(c1nnnn1Cc1ccc(F)cc1)N1CCN(C2CCCCC2)CC1 (stereo unspecified)	-1.1	-2.8	-0.3	-17.9	23.6	3.8	-13.6	-1.8	3.5
51	COc1ccc(Cl)cc1C(=O)NNC(=O)COC(=O)CCN=C1NS(=O)(=O)c2ccccc21	-0.5	-3.9	2.0	8.6	2.6	29.5	0.8	7.4	0.6
52	CCCCNC(=O)Nc1ccc(Br)cn1	1.2	-2.2	-1.0	16.6	-15.4	-3.9	15.0	-4.6	7.7
53	O=C(CNC(=O)c1ccc(Br)o1)NNC(=O)c1ccccc1F	-1.7	-2.2	-3.4	-6.8	15.9	9.5	-20.6	2.7	1.0
54	COc1ccc(S(=O)(=O)N(CC(N)=O)C2CCCCC2)cc1Cl	-0.4	-1.8	-3.5	7.0	5.8	11.7	6.3	7.3	-6.2
55	CC(=O)N1CSCC1C(=O)NNS(=O)(=O)c1ccccc1 (stereo unspecified)	1.8	-4.0	0.8	5.2	-4.7	3.7	-0.6	-0.9	10.7
56	O=C(Nc1cccc(F)c1)Nc1ccnn1C1CCN(C(=O)CCN2CCCO2)CC1	0.5	11.8	-1.6	3.5	-10.3	7.2	-8.8	7.5	3.6
